# PriA SSB inh – inhibitors of Klebsiella pneumoniae PriA binding to SSB C-terminal tail; 0.6% of 430,000 active; inhibition, % at 33 µM; AlphaScreen SSBct-PriA binding, biotinylated peptide; in the data active means inhibition mostly above about 37%, no sharp cut-off; inactive means mostly below about 20%;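 further: plate controls were negative control peptide for no effect and reference peptide for full effect; strong numbers were not always called active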
# An asterisk follows results filed as active; i = inactive; + = active, no number; & = joins results of further samples.
SMILES,PriA SSB inh
O=C(c1cccs1)N(C(=O)N1CCCCC1)c1ccc(Cl)cc1,0
Cc1cc(C)c(NC(=O)COC(=O)c2cccc3c2-c2ccccc2C3=O)c(C)c1,-3
Cc1onc(-c2c(Cl)cccc2Cl)c1CON=C(C#N)c1c(Cl)cccc1Cl,5
COc1cc(C(=O)N2C[C@H]3C[C@H](C2)c2cccc(=O)n2C3)cc(OC)c1OC,-1
Cc1ccc(-c2nnc(NC(=O)[C@@H]3CCCN3S(=O)(=O)c3ccc(Cl)cc3)o2)c(C)c1,0
O=C(CNC(=O)c1ccc([N+](=O)[O-])cc1)N/N=C\c1ccc(F)cc1,-6
O=C(CSc1cn(CCNC(=O)c2ccc3ccccc3c2)c2ccccc12)Nc1ccc(F)cc1,1
OCCn1cccc1,-17
CCCC(=NNC(=O)CNC(=O)/C=C/c1ccco1)c1ccccc1,-16
COc1ccc(N2CCN(C(=O)COc3ccc(Cl)cc3Cl)CC2)nn1,-6
Cc1ccc2nc(NN=Cc3ccco3)cc(C)c2c1,21
O=C(CCS(=O)(=O)c1ccccc1)N1CCN(C(=O)CCS(=O)(=O)c2ccccc2)CC1,-16
C=CCN=c1scc(-c2ccc(OC(F)F)cc2)n1/N=C/c1ccccn1,i
COc1ccccc1CNC(=O)c1cc(-c2sc(-c3ccc(F)cc3)nc2C)[nH]n1,-1
Cc1ccc(SCC(=O)Nc2sc3c(c2C(N)=O)CCN(C(C)C)C3)cc1,-7
CON=Cc1ccc(N2CCCC2)c([N+](=O)[O-])c1,39*
COc1cccc(-c2cc(COC(=O)COc3ccccc3F)no2)c1,-23
COc1ccc(S(=O)(=O)CCCC(=O)N(Cc2cccnc2)c2nc3ccc(F)cc3s2)cc1,-11
CC(=NNC(=S)NC(C)C)c1ccccc1OC(F)F,-1
Cc1ccn2cc(CCNC(=O)c3cccc4ccccc34)nc2c1,-6
O=S1(=O)CC2C(C1)N(c1ccc(Br)cc1)C(=S)N2c1ccccc1 (stereo not given),-2
COc1ccc(-c2ccc(C)c(NS(=O)(=O)c3ccc(OC)c(F)c3)c2)nn1,4
CN(C)c1nn(CC(=O)Nc2ccc(F)cc2)cc1-c1ccccc1,8
CCN(CC)c1ccc(C(=O)NN=Cc2ccc(N3CCOCC3)cc2)cc1,5
CCCN1C(=O)C(=NOCC(=O)Nc2ccc(C(C)C)cc2)c2ccccc21,11
NC(CC(=O)NC1CCCCC1)=NOCC(=O)Nc1ccc(Cl)c(Cl)c1,-1
CCCN1C(=O)C(C)(C)COc2ccc(NC(=O)c3cccc(Cl)c3)cc21,24
Cn1nc(C(=O)N2CC(N3C(=O)C4CC=CCC4C3=O)C2)ccc1=O (stereo not given),2
CCOc1ccccc1C(=O)N1C2C=CCC1CC2 (stereo not given),-3
O=C(Cc1cccc(C(F)(F)F)c1)N1CC[C@H](n2ccnn2)C1,-9
CC[C@@](CNC(=O)CCc1ccccc1Br)(OC)c1ccccc1,-5
NCC(=O)NCCc1nc(-c2ccccc2)no1,-15
Nn1cnnc1NN=Cc1cc([N+](=O)[O-])c(Cl)cc1Cl,-4
Fc1ccc(-c2nc(=S)c3c([nH]2)Oc2ccc(Br)cc2C3)cc1,-2
O=C(CCn1cncn1)N1CCN(C(=O)N2CCOCC2)CC1,-5
COc1ccc(OC)c2sc(N(CCN(C)C)C(=O)c3ccc(SC)cc3)nc12,30
COc1ccc(S(=O)(=O)N2CCc3ccccc3C2)cc1[N+](=O)[O-],0
CCCS(=O)(=O)N1CCCc2cc(NS(=O)(=O)c3ccc(-c4ccccc4)cc3)ccc21,0
Cc1nc(N(C)C)nc(C)c1NC(=O)c1ccc(Br)o1,-3
O=S(=O)(NCCc1nc(C2CC2)cc(C(F)(F)F)n1)c1ccc2c(c1)OCCO2,-6
COc1ccc(S(=O)(=O)Nc2ccc3c(c2)C(=O)Nc2cc(C)ccc2O3)c(C)c1,49
Cc1cc(F)ccc1S(=O)(=O)Nc1ccc2c(c1)CN(C(=O)C1CC1)CC2,-10
Cc1cc(C)c2ccc(C=NO)nc2c1O,-4
COC(=O)c1c(N)sc2c1CC(C)(C)NC2(C)C,31
O=C(Cn1c(CO)c[nH]c1=S)NCc1ccc(Cl)cc1,5
O=C(Nc1ccc(C(F)(F)F)cc1)N1CCN(c2ccc3nnc(C4CC4)n3n2)CC1,-15&-8
COc1ccc(NC(=O)CSc2nnc(-c3cccnc3)n2N)cc1,-16
COCCn1c(=NC(=O)c2ccc(C(C)(C)C)cc2)sc2ccccc21,-3
O=C(Cn1nc2n(c(=O)c1=O)CCN2c1ccccc1)NCc1ccccc1Cl,-3
CC(C)(C)SC1CCN(S(=O)(=O)c2cnc[nH]2)C1 (stereo not given),-10
O=C(Cc1cccs1)Nc1nc(C(=O)NCc2ccc(OC(F)(F)F)cc2)co1,-4
O=C(c1cc2cc([N+](=O)[O-])ccc2s1)N(CCN1CCOCC1)c1nc2ccc(F)cc2s1,-5
COc1ccc(CN(C(=O)CON=Cc2ccccc2)c2ccccc2C(=O)O)cc1,-3
CCOC(=O)c1nc(NN=Cc2ccccc2)sc1Br,-3
COc1ccc(C=NNS(=O)(=O)c2ccc(Br)cc2)cc1COc1ccccc1[N+](=O)[O-],-2
Cc1ccc(SCc2cc(=O)[nH]c(N=C(N)Nc3cccc4ccccc34)n2)cc1,-6
O=C(NCCC(O)C1CCOCC1)N1CCNC1=O (stereo not given),-6
Cn1nc(C2CCN(CC(=O)NCc3ccco3)CC2)n(C2CC2)c1=O,-11
COc1ccc(CCNc2cc(C)c(C#N)c3nc4ccccc4n23)cc1OC,-13
CCN1CCN(CC(=O)N2N=C(c3ccc(OC)cc3)C[C@H]2c2ccc(F)cc2)C(=O)C1=O,-17

# Structural class: those above containing a furan ring, fused or not.
SMILES,PriA SSB inh
CCCC(=NNC(=O)CNC(=O)/C=C/c1ccco1)c1ccccc1,-16
Cc1ccc2nc(NN=Cc3ccco3)cc(C)c2c1,21
Cc1nc(N(C)C)nc(C)c1NC(=O)c1ccc(Br)o1,-3
Cn1nc(C2CCN(CC(=O)NCc3ccco3)CC2)n(C2CC2)c1=O,-11

# The list continues:
SMILES,PriA SSB inh
CC(O)=C(C=Nc1ccccc1)C(=O)Nc1ccccc1,-12
COC(=O)c1c(NC(=O)C2CCCN(S(C)(=O)=O)C2)sc(C)c1C (stereo not given),-4
Cc1cc(C(=O)Nc2nc3c(s2)CN(C(=O)c2cc(-c4ccccc4)n[nH]2)CC3)no1,0
O=C(NN=Cc1cc(Br)c(Br)o1)c1cc2ccccc2o1,3
Cc1nc(N2CCN(C(=O)c3ccc(Cl)s3)CC2)cc(C(F)(F)F)n1,-9
CCCc1ccc(OCC(=O)Nc2ccc(OC)cc2OC)cc1,-2
NC(=O)CNC(=O)c1ccc(OCc2ccc3ccccc3n2)cc1,-4
CCOC(=O)c1sc2nc(NC(=O)c3ccc(S(=O)(=O)N4CCCC(C)C4)cc3)sc2c1C (stereo not given),-8
O=C(CS(=O)c1ccccc1[N+](=O)[O-])Oc1ccc(Cl)cc1Cl (stereo not given),-3
CC(=O)Nc1cccc(NC(=O)CSc2nc(CC(=O)Nc3ccc4c(c3)OCO4)cs2)c1,0
COc1cccc(C(=O)Nc2nnc(Cc3cccs3)o2)c1,17
COc1cc(-c2nnc(COc3ccc(Cl)cc3Cl)o2)cc(OC)c1OC,-9
O=C(Nc1nc2c(s1)CN(C(=O)Cn1cnc3ccccc31)CC2)c1ccoc1,-11
O=C(CSCC(=O)N1CCOCC1)Nc1nc(-c2ccc(Br)cc2)cs1,1
Cc1nn(-c2ccccc2)cc1C=C1C(=O)NC(=S)NC1=O,2
O=C(COc1ccc(F)cc1)Nc1ccc2c(c1)CC(=O)N2,-9
CC(=O)NCCNC(=O)CCc1nc2sc3c(c2c(=O)[nH]1)CCCC3,8
Cc1ccc2nc(N3CCNCC3)sc2c1,5
CCCCOc1ccc(-c2nc(-c3ccccc3)c3ccccn23)cc1,-17
CCN(CC)c1ccc(C=NN2CCN(Cc3cccc4ccccc34)CC2)c(O)c1,17
CCN(Cc1ccccc1)c1ccc(C=NNC(=S)NC(C)C)cc1,3
CC(=NNC(=O)c1ccccc1)c1c(O)n(Cc2ccccc2)c(=O)[nH]c1=O,0
O=C(c1cc2occc2[nH]1)N1CCN(c2ccccc2Cl)CC1,6
Cc1n[nH]c(=S)n1N=Cc1ccccc1OCc1ccc(Cl)cc1Cl,-6
CCOc1ccc2ccccc2c1C=NNC(=O)c1c(C)cc(C)[nH]c1=O,2
O=C(NCc1cccs1)c1cn(-c2cccc(Cl)c2)nn1,-12
O=C(Cn1cc(C(F)(F)F)ccc1=O)NN=Cc1ccc(F)cc1,-2
Cc1ccc(/C=c2/sc3nc(=O)cnn3c2=O)cc1,5
c1ccc2c(c1)c1ccccc1n2CCOCCN1CCCC1,7
O=C(Nc1ccc(Oc2ccc(NC(=O)c3cccs3)cc2)cc1)c1cccs1,2
CC(C)(C)c1ccc(NC(=O)CSc2nnc3scc(-c4ccccc4)n23)cc1,1
BrCCC12CC3CC(CC(C3)C1)C2,-2
COc1cccc(OC)c1C(=O)NCCn1nc(-c2ccncc2)cc1C1CC1,-5
Cc1ccc(S(=O)(=O)CCCC(=O)Nc2nnc(Cc3ccc(Cl)s3)o2)cc1,12
Cc1ccccc1[C@@H]1CCN(C(=O)c2cc3ccccc3o2)CCS1,-18
COc1cc(NC(=O)c2scc(-c3cccc(C)c3)c2-n2cccc2)cc(OC)c1OC,-4
COc1cn2c(cc1=O)C(=O)N(CCNC(=O)c1cnccn1)CC2,-17
CC(=NNC(=O)CCc1ccc(S(=O)(=O)N2CCOCC2)cc1)c1ccc(Br)cc1,7
Cc1nn(C2CCS(=O)(=O)C2)c2nc(-c3cccs3)cc(C(=O)NC(C)c3ccccc3)c12 (stereo not given),-4
COC(=O)c1ccc(C(=O)N(CC(F)(F)F)C2CCOCC2)cc1,-13
CCOc1ccc(-c2ccc(=O)n(CCNC(=O)NC3CCCCC3)n2)cc1,-14
CSc1cccc(-c2nnc(N)o2)c1,20
CCOC(=O)c1ccc2c(c1)sc(=NC(=O)CCS(=O)(=O)c1ccccc1)n2C,-15
O=[N+]([O-])c1cc(C=NN2CCN(C3c4ccccc4-c4ccccc43)CC2)ccc1Cl,7
O=C(NCc1ccccc1-c1ccsc1)c1cc(-c2ccco2)[nH]n1,23
CCn1c(O)c(C=NNC(=O)c2ccccc2)c(=O)n(CC)c1=S,-7
CC(C)CCN1C(=O)C(C)(C)COc2cc(NC(=O)CN3C(=O)c4ccccc4C3=O)ccc21,-6
CS(=O)(=O)Nc1cccc(NC(=O)C2CN(c3nc4c(C(F)(F)F)cccc4s3)C2)c1,-8
COc1cc(/C=N/NC(=O)CSc2cccc3cccnc23)cc(OC)c1OC,+
COC(=O)c1ccc2c(=O)n(Cc3ccc(C(=O)NCc4ccc(Cl)cc4)cc3)c(=S)[nH]c2c1,-13
CC(=O)NS(=O)(=O)c1ccc(NC(=O)C2CSCCC(=O)N2)cc1 (stereo not given),-20
CCOC(=O)C=C1NC(C)(C)Cc2cc(OC)c(OC)cc21,1
COc1ccc(CCC(=O)Nc2ccc3c(c2)N(C(=O)C(C)(C)C)CC3)cc1,1
O=C(NCC(c1cccs1)N1CCc2ccccc2C1)c1ccc(Br)o1 (stereo not given),-14
COc1ccc(C2C(=C(O)c3cccc(OC)c3)C(=O)C(=O)N2c2ccccn2)cc1 (stereo not given),-7
Cc1ccc(C(=O)NC(C(=O)O)C(C)C)cc1 (stereo not given),-6
COc1ccc(C=NNC(=O)CCOc2ccccc2C)cc1OC,-3
COC(CNC(=O)NCCOc1ccccc1)c1ccccc1Cl (stereo not given),-8
Cn1nccc1C(=O)Nc1nnc(-c2ccco2)o1,-8
Cc1ccc2nc(C)c(NC(=O)Nc3cccc(F)c3)c(=O)n2c1,-10&9
# Next part.
SMILES,PriA SSB inh
COC(=O)CSC1CCN(C(=O)CSC2CCCC2)C1 (stereo not given),-20
CC(C)c1nc(-c2ccccn2)cs1,7
O=C(CN1CCN(Cc2ccccc2)CC1)NN=C/C=C/c1ccco1,2
Cn1cc(C(=O)Nc2ccc3c(c2)OCCO3)c2nn(-c3ccccc3)c(=O)c-2c1,-8
CC(=NNC(=O)Cc1ccc(Cl)cc1)c1ccccc1O,-1
CC(O)C12CC3CC(CC(C3)C1)C2 (stereo not given),19
O=C(Nc1nc(-c2csc(NC(=O)c3ccco3)n2)cs1)c1ccco1,34
O=S(=O)(c1ccc(OC(F)(F)F)cc1)N(Cc1ccsc1)C1CC1,-55
COc1cccc(COc2c[nH]c(C(=O)N3CCN(c4ccccn4)CC3)cc2=O)c1,-6
O=C(NCC#CCOc1ccc2c(c1)OCO2)Nc1ccccc1C(F)(F)F,-21
Cn1nc(C2CC2)cc1N1CCN(C(=O)N2CCOCC2)CC1,-8
CCOc1ccc(-c2cn3c(CC(=O)NC[C@H]4CCCO4)csc3n2)cc1,-8
COc1cccc(N2CCN(C(=O)C3CCN(c4ncnc5c4sc4ncccc45)CC3)CC2)c1,-2
O=C(NN=C(CC(=O)c1cccs1)C(F)(F)F)c1ccc(O)cc1,7

# Structural class: those above with an NH in an aromatic ring.
SMILES,PriA SSB inh
COc1ccccc1CNC(=O)c1cc(-c2sc(-c3ccc(F)cc3)nc2C)[nH]n1,-1
Fc1ccc(-c2nc(=S)c3c([nH]2)Oc2ccc(Br)cc2C3)cc1,-2
O=C(Cn1c(CO)c[nH]c1=S)NCc1ccc(Cl)cc1,5
CC(C)(C)SC1CCN(S(=O)(=O)c2cnc[nH]2)C1 (stereo not given),-10
Cc1ccc(SCc2cc(=O)[nH]c(N=C(N)Nc3cccc4ccccc34)n2)cc1,-6
Cc1cc(C(=O)Nc2nc3c(s2)CN(C(=O)c2cc(-c4ccccc4)n[nH]2)CC3)no1,0
CC(=O)NCCNC(=O)CCc1nc2sc3c(c2c(=O)[nH]1)CCCC3,8
CC(=NNC(=O)c1ccccc1)c1c(O)n(Cc2ccccc2)c(=O)[nH]c1=O,0
O=C(c1cc2occc2[nH]1)N1CCN(c2ccccc2Cl)CC1,6
Cc1n[nH]c(=S)n1N=Cc1ccccc1OCc1ccc(Cl)cc1Cl,-6
CCOc1ccc2ccccc2c1C=NNC(=O)c1c(C)cc(C)[nH]c1=O,2
O=C(NCc1ccccc1-c1ccsc1)c1cc(-c2ccco2)[nH]n1,23
COC(=O)c1ccc2c(=O)n(Cc3ccc(C(=O)NCc4ccc(Cl)cc4)cc3)c(=S)[nH]c2c1,-13
COc1cccc(COc2c[nH]c(C(=O)N3CCN(c4ccccn4)CC3)cc2=O)c1,-6

# These rows are one share of the data; the hit share may differ from the screen's.
